NPC1 promoter act = activates the NPC1 promoter; Huh7 NPC1 promoter luciferase reporter, 24 h; Potency, µM (doses to about 9.22 µM), without a hit: at the top dose activation, actives largely listed as activators; 2.4% of 320,000 active;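 note: % of control where 0% means no effect; nearly all actives have a fitted effect of over 60% in size; reporter is driven by a mutant NPC1 promoter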
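Cells: Huh7 expressing luciferase under the NPC1 promoter, 1500/well. Seeded 2 h, compound added, incubated 24 h at 37 °C. Luciferase reagent, 10 min ambient, then luminescence.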
uPA generation = blocks generation of uPA at the cell surface. cell surface uPA generation assay, qHTS. Potency, µM (top dose mostly 38.3 µM), for inactives: at the top dose activity change, negative = inhibition, hits mostly inhibitors. 0.31% of 330,000 active. AID 540303; active = well fitted inhibition curve with a large enough effect; inconclusive = small, poorly fitted or top-dose-only effect; inactive = no such curve, though single readings can be large or run the other way; tested in mouse RAW 264.7 cells; note: % is set by controls: 0 for no effect and ±100 for the full control effect; nearly all actives have a fitted effect of over 55% in size
p53 reactivator = mutant p53 re-activation in reporter cells; H1299 p53-A138V BP100-luciferase reporter, luminescence, 24 h; Potency, µM (series often up to 92.2 µM), inactives show top-dose activity change, positive = activation, usual class: activators; 0.063% of 320,000 active; AID 504706; note: % of control where 0% means no effect; nearly all actives have a fitted effect of over 45% in size
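p53-null H1299 cells stably carrying temperature-sensitive p53-A138V and a BP100-luciferase reporter were pinned with compounds (4-point, 1:5 series) and held 24 hrs at 37 deg C. Luminescence was read 10 min after detection reagent.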
FLuc modulator = counter-screen for miR-21 project: firefly luciferase inhibitors or activators; AID 588342; purified FLuc, Km substrates, luminescence inhibition; P08659; Potency, µM (highest dose often 57.5 µM), for the others: top-dose activity change, negative = inhibition, usual class: inhibitors; 6.9% of 360,000 active;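 note: plate controls were vehicle for no effect and reference inhibitor for full effect; nearly all actives have a fitted effect of over 55% in size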
Target sequence (P08659 whole entry, looked up): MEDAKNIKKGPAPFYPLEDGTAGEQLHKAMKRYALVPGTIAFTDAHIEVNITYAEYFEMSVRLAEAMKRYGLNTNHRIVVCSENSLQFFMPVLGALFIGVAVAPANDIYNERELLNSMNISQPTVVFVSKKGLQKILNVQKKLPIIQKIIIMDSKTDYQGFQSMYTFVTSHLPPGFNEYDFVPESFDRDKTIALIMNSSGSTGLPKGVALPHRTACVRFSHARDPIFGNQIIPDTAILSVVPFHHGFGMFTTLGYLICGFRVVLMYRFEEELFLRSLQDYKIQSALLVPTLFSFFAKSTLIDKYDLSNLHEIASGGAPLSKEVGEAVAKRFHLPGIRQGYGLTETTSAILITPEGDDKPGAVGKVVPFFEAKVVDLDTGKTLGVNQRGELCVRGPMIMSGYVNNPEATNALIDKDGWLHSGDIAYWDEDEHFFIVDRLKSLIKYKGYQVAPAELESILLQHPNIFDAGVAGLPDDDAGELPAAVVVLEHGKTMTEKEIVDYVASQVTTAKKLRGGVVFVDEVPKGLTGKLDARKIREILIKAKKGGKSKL
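Purified P. pyralis luciferase (10nM final) with 10uM D-luciferin and 10uM ATP (Km levels) in 50mM Tris acetate pH 7.5, 10mM Mg acetate, 0.01% Tween-20, 0.05% BSA; qHTS 6-point titration, ~60 µM downward; luminescence read.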
ELG1 genotox = inducers of genotoxicity in HEK293T ELG1-luciferase cells; HEK293T ELG1-luciferase reporter, luminescence, 16 h; Potency, µM (titrated, usually from 46 µM), without a hit: at the top dose activity change, positive = activation, most hits filed as activators; 1.3% of 330,000 active; AID 504466; note: % of control where 0% means no effect; nearly all actives have a fitted effect of over 60% in size
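DMSO vehicle served as control against compound-treated ELG1-luciferase HEK293T cells; exposure lasted 16 hr at 37 °C and 5% CO2, followed by ONE-Glo luminescence detection after 30 min.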
RORgamma inh = inhibitors of mouse ROR gamma transcriptional activity; Drosophila S2 Gal4-RORgamma UAS-luciferase reporter, 20 h; 5.4% of 310,000 active; AID 2551; Potency, µM (top dose mostly 53.6 µM), for inactives: top-dose activity change, negative = inhibition, most hits filed as inhibitors; P51450; note: % is set by controls: 0 for no effect and ±100 for the full control effect; nearly all actives have a fitted effect of over 60% in size
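In this cell-based reporter format, copper sulfate (700 uM final) drives Gal4–ROR gamma fusion expression from a metallothionein promoter in Drosophila Schneider cells; compounds preincubated 1 hr, reporter read after 20 hr at ambient temperature.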
Rab9 promoter act = activates the Rab9 promoter; Huh7 Rab9 promoter-luciferase reporter, luminescence, 24 h; Potency, µM (titrated, usually from 9.22 µM), for the others: top-dose activation, negative = inhibition, most hits filed as activators; 2.8% of 320,000 active; AID 485297; note: % of control where 0% means no effect; nearly all actives have a fitted effect of over 60% in size
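Huh7 reporter line, Rab9 promoter upstream of luciferase. Compound exposure 24 h at 37 °C in reduced-serum medium with 10% FBS. Read-out: luminescence.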
MBNL1-CUG inh = inhibitors of human MBNL1 binding to CUG repeat RNA. 0.036% of 280,000 active. TR-FRET MBNL1-His/biotin-(CUG)12 binding, 665/545 ratio. Q9NR56. Potency, µM (doses to about 57.5 µM), for inactives: at the top dose activity change, negative = inhibition, actives largely listed as inhibitors; active = well fitted inhibition curve with a large enough effect in the signal ratio, with a control signal flat, not every such curve was filed as active; inconclusive = small, poorly fitted or top-dose-only effect, or effect the other way, or a change in a side signal; inactive = no such curve, though single readings can be large or run the other way; the % refers to the signal ratio; note: % is set by controls: 0 for no effect and ±100 for the full control effect
Target sequence (Q9NR56 whole entry, looked up): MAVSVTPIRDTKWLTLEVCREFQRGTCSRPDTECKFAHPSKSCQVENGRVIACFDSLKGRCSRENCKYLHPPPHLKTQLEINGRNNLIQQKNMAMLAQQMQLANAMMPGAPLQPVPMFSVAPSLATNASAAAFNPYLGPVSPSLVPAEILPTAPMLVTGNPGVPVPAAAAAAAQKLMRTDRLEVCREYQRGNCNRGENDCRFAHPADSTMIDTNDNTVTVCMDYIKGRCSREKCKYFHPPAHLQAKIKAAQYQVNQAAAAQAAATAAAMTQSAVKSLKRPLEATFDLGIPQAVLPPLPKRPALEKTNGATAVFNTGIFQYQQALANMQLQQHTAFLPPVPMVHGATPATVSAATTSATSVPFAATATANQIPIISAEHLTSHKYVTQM
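Compound titration spanned 92 nM–58 uM against the MBNL1-His/biotin-(CUG)12 complex. After 60 min at room temperature with 5 nM streptavidin-XL665 and 0.055 ng/ul terbium anti-His, ratiometric 665/545 nm emission (Ex 340 nm) normalized to controls.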
VP16 counter = counter-screen for ROR gamma inhibitors: Gal4-VP16 reporter; 3.5% of 310,000 active; Potency, µM (highest dose often 53.6 µM), for the others: top-dose activity, negative = inhibition, actives largely listed as inhibitors; Drosophila S2 Gal4-VP16 UAS-luciferase, luminescence, 20 h;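 note: Gal4-VP16 expression switched on by copper sulfate through the metallothionein promoter; % is set by controls: 0 for no effect and ±100 for the full control effect; nearly all actives have a fitted effect of over 50% in size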
BRCA1 expr act = increases BRCA1 expression | MCF7-BRCA1-FFLuc reporter, luminescence, 48 h; response scale: scaled: vehicle 0%, 10 µM genistein 100% | 1.1% of 380,000 active | Potency, µM (titrated, usually from 46.1 µM), for inactives: top-dose activation, usual class: activators; note: nearly all actives have a fitted effect of over 80% in size; some results filed as inactive show a strong effect at the top dose
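Compounds are tested at multiple concentrations on MCF7 BRCA1-luciferase reporter cells seeded at 2000 per well; after 48 h, a single luminescence end-point is taken and curves fitted to the normalized data.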
Starred values were filed as active, the others as inactive; u = inconclusive; x = not tested or not shown; [ ] = another dose, or the depositor's remark. Unless noted, calls come from the whole dose curve; as a rule, active = well fitted curve in the direction sought with a large enough effect; inconclusive = small, poorly fitted or top-dose-only effect, or another doubt; inactive = no such curve, though single readings can be large; an effect the other way counts as inactive or inconclusive. Potency is the fitted concentration of half-maximal effect.

mol | NPC1 promoter act | uPA generation | p53 reactivator | FLuc modulator | ELG1 genotox | RORgamma inh | Rab9 promoter act | MBNL1-CUG inh | VP16 counter | BRCA1 expr act
CCOC(=O)C[N+](C)(C)CCOC1CC2CCC1(C)C2(C)C (stereo unspecified) | -6% | -3% | -2% | 1% | -8% | 24% | -8% | 4% | -1% | 6%
COc1cc2ccccc2cc1C(=O)OCC(=O)N1CCOCC1 | 2% | 6% | -1% | -3% | -4% | -5% | -1% | 19% | 3% | -14%
Cc1ccc(NC(=O)C(=O)N2CCCC2)cc1Cl | 3.2µM* | 6% | u | 2.1µM* | u | 33% | 2.8µM* | -1% | 6% | u
NC(=O)C1(N2CCCCC2)CCN(S(=O)(=O)c2ccc(Cl)s2)CC1 | 1% | -3% | 1% | 2% | -7% | 12% | -3% | 2% | -6% | 7%
O=C(Nc1nccs1)C(F)(F)C(F)(F)C(F)(F)C(=O)Nc1nccs1 | 4% | 2% | 1% | 2% | -6% | u | -3% | 0% | -1% | -14%
CNC(=O)CC1C(=O)N(c2ccc(F)cc2)C(=S)N1NC(=O)c1ccc(Cl)cc1 (stereo unspecified) | -1% | 0% | u | 0% | 0% | u | 7% | -1% | 0% | 4%
CCN(C(=O)c1cc(Cl)ccc1OC)c1ccccc1 | -1% | x | 23% | -1% | -7% | 6% | -1% | 0% | -3% | -8%
CC1CC(C)CN(C(=O)c2nn(C)c3c2CS(=O)(=O)c2ccccc2-3)C1 (stereo unspecified) | -4% | 1% | -5% | 2% | -6% | -1% | -6% | -8% | -25% | 0%
COc1ccc(-c2nnn(CCc3nn[nH]n3)n2)cc1OC | -1% | 2% | 13% | -12% | 1% | -3% | -10% | -5% | -4% | -30%
CSCC[C@H](NC(=O)OC(C)(C)C)C(=O)N1CCC(C(=O)N[C@@H](Cc2c[nH]c3ccccc23)C(=O)O)CC1 | 0% | 12% | -2% | 0% | 0% | 11% | 0% | 0% | -11% | -9%
Cn1c(=O)oc2cc(S(=O)(=O)N3CCN(c4cccc(Cl)c4)CC3)ccc21 | -6% | -1% | 6% | -1% | 11% | 1% | 10% | 11% | -14% | -47%
Cc1cc(NC(=O)Cn2cnc3sc(C)c(C)c3c2=O)no1 | x | 0% | 2% | x | 1% | x | x | x | x | -10%
COc1cc(Cl)c(C)cc1NC(=O)CSCC#N | -1% | x | -11% | 7% | 0% | -5% | -2% | u | -7% | -44%
Cc1c(Cl)c([N+](=O)[O-])nn1CC(=O)NC12CC3CC(CC(C3)C1)C2 | 1% | 10% | 5% | 0% | 1% | 0% | -6% | 19% | -3% | -8%
O=C(NCCNc1ccc([N+](=O)[O-])cc1C(F)(F)F)c1ccc(F)cc1 | -3% | 3% | -15% | 3% | -4% | u | -2% | u | 5% | -27%
COc1cc(OC)cc(-c2nc3nc(C)c(CCC(=O)O)c(C)n3n2)c1 | 1% | 1% | -7% | u | 0% | u | 3% | -2% | -1% | -18%
COc1cc(C(=O)NCCCN2CCCC2=O)ccc1OCc1ccc(Cl)cc1Cl | -5% | 4% | -13% | 1% | -3% | x | -8% | x | x | -33%
O=C(COC(=O)c1ccccc1NCc1ccco1)Nc1ccc2c(c1)OCO2 | u | 8% | 10% | -20% | u | 0% | u | 6% | -21% | -1%
CCCOc1cccc(C(=O)O)c1 | 0% | 4% | -2% | 9% | -6% | -1% | -4% | 1% | -5% | 2%
CCOC(=O)/C(N=Nc1sc(C(=O)OCC)c(C)c1C(=O)OCC)=C(\C)O | -1% | x | 2% | 2% | 0% | -8% | 1% | x | -12% | x
CN1CCN(c2ncnc3c2c(-c2ccccc2)cn3-c2ccc(F)cc2)CC1 | -9% | 3% | 4% | -10% | -4% | 24% | 1% | 5% | -11% | -43%
CCc1ccccc1NC(=O)Nc1ccc(F)cc1F | 2% | 2% | 5% | 0% | 2% | 37% | -2% | -7% | -1% | -2%
COc1cc(OC)cc(C(=O)NNC(=O)c2cc3c(s2)CCCC3)c1 | -6% | 5% | 6% | -1% | u | 3% | 1% | -3% | 0% | -7%
CN(C)S(=O)(=O)c1ccc(N2CCCC2)c(C(=O)OCC(=O)N2CCN(c3ccccc3)CC2)c1 | 1% | 12% | -4% | -2% | -5% | x | -2% | x | x | 8%
C=CCn1c(=O)c2ccccc2n2c(SCc3nc(N)nc(Nc4ccccc4C)n3)nnc12 | 13% | 4% | -3% | -2% | 2% | u | 11% | -11% | -2% | -30%
O=C(NCC1CCCO1)c1cccc(S(=O)(=O)Nc2cccc(C(F)(F)F)c2)c1 (stereo unspecified) | x | -26% | -4% | x | -2% | x | x | x | x | -18%
CC(=O)Nc1ccc(S(=O)(=O)NCC(=O)OC(C)c2ccccc2Cl)cc1 (stereo unspecified) | -5% | 2% | -1% | 5% | -2% | u | -2% | 4% | u | -19%
O=C(N/N=C/c1cccc2ccccc12)c1cc(C2CC2)[nH]n1 | 17% | 8% | 18% | 11µM* | 2% | u | 17% | u | 2% | -4%
COc1cc([N+](=O)[O-])ccc1NC(=O)NCc1cccnc1 | 2% | 3% | 0% | u | -9% | 33% | -1% | u | -15% | -8%
COc1ccc(C(CNC(=O)c2cncc(Br)c2)N(C)C)cc1 (stereo unspecified) | 0% | 2% | -1% | -1% | 5% | 16% | -1% | -2% | -6% | -3%
NC(=O)COc1ccc2cc(-c3ccc(F)cc3)c(=O)oc2c1 | u | 3% | u | -18% | u | 18% | u | 29% | 4% | 55%
CCC1(c2ccc(OC)cc2)NC(=O)N(CC(=O)NC2CCCCC2C)C1=O (stereo unspecified) | -5% | 8% | 4% | x | 5% | x | 3% | x | x | -15%
N#Cc1cccc2cccc(S(=O)(=O)N3CCOCC3)c12 | -8% | 6% | 4% | 2% | 0% | x | 0% | x | x | -24%
Cc1cc(-c2ccccc2)nc(N/N=C/c2ccc([N+](=O)[O-])cc2)n1 | -3% | -5% | -9% | -26% | -8% | -30% | 1% | x | -23% | -3%
CCOC(=O)COc1nc2c(c(-c3ccco3)c1C#N)CCc1ccccc1-2 | -1% | 2% | 0% | 3% | -7% | 29% | 0% | 0% | 22% | 0%
COc1ccccc1N1CCN(C(=O)C(=O)c2cn(CC(=O)N3CCCC3)c3ccccc23)CC1 | -6% | 2% | -7% | -3% | 0% | 2% | 0% | 0% | 0% | -19%
Cc1ccc(C)c(NC(=S)N2CCN(Cc3ccccc3)CC2)c1 | -2% | -9% | -2% | -2% | -4% | -39% | -2% | -2% | -4% | 13%
NC(=O)C1CC(=O)N(c2ccc(OCc3ccc(F)cc3)cc2)C1 (stereo unspecified) | 2.5µM* | 3% | x | u | 18µM* | x | u | 3% | x | 79%
CC(/C=N/NC(=O)c1nnn(-c2nonc2N)c1C)=C\c1ccccc1 | 28% | -6% | 16% | u | u | -28% | 26% | 7% | 0% | 61%
CCCCC(=O)Nc1ccc(C(=O)Nc2cccnc2)cc1 | -1% | x | 5% | -14% | u | 10% | 15% | 9% | 8% | -8%
COc1ccc(C(=O)NNC(=S)NC(=O)c2cccs2)cc1 | 5% | -3% | 28% | -18% | 8% | u | 0% | -2% | -29% | -29%
CCOC(=O)c1sc(C)c2c(=O)n(Cc3ccc(Cl)cc3)cnc12 | -2% | -1% | 6% | -1% | u | -3% | -1% | 16% | 5% | 39%
Cn1c(=O)[nH]c(=O)c2c1nc(Br)n2CCCc1ccccc1 | -1% | x | -8% | 3%[2.3 µM] | -1% | 0% | 1% | -6% | 2% | x
O=C(Nc1cccc(-c2cnc3ccccc3n2)c1)c1cccc(NC(=O)c2ccco2)c1 | 2% | x | 4% | 11µM* | -6% | u | 3% | u | u | -80%[inhibitor]
Cc1cccc(NC(=O)CSCC(=O)N(C)CC(=O)Nc2cccc(F)c2)c1 | 0% | 2% | 2% | -9% | 0% | x | 1% | x | x | -4%
NC(=O)C1CCN(c2nnnn2-c2ccccc2)CC1 | 1% | -5% | -1% | -1% | 2% | -10% | -4% | 7% | 1% | -11%
CCOC(=O)c1c(C)[nH]c(C(=O)COC(=O)c2oc3ccc(OC)cc3c2C)c1C | 10% | 4% | -4% | -3% | 0% | -1% | 3% | 1% | 0% | 4%
COc1ccc(C(=O)Nc2nc(N)n(-c3ccccc3)n2)cc1OC | 9% | 0% | 4% | -10% | 0% | -6%[10 µM] | -6% | -14% | -9% | 1%
COc1ccccc1CNC(=O)C(=O)NCC(c1ccco1)N1CCOCC1 (stereo unspecified) | -1% | 5% | 0% | -2% | 6% | 10% | 0% | -2% | -13% | 2%
COc1ccccc1NC(=O)CN(c1ccc(C)cc1)S(=O)(=O)c1c(C)n[nH]c1C | 0% | 6% | -15% | 4% | -3% | -5% | 2% | -6% | -4% | 5%
O=C(CNC(=O)c1ccc(Br)o1)OCC(=O)c1cccc([N+](=O)[O-])c1 | -6% | -1% | -2% | 1% | 1% | -25% | -7% | u | u | -6%
Cc1cc(Nc2ccccc2)c2c([N+](=O)[O-])c(C)cc(C)c2n1 | 1% | 3% | -2% | -1% | 0% | -28% | -2% | 3% | -6% | -65%
Cc1ccc(N(C(C)C(=O)Nc2cccc(N(C)S(C)(=O)=O)c2)S(C)(=O)=O)cc1 (stereo unspecified) | -1% | 1% | -2% | 1% | -12% | u | -6% | -4% | 5% | 5%

High-throughput results deposited in PubChem BioAssay by National Center for Advancing Translational Sciences (NCATS).
